NPYLR7 agonist = mosquito NPYLR7 agonism; 270,000 tested, 0.15% active; HEK293T NPYLR7/Galpha15, GCaMP6s calcium fluorescence; AID 1259423; activation, % at 10 µM; in the data active means activation above about 40%;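 further: 0% = vehicle and 100% = reference agonist at the receptor; some compounds past the cut are filed as inactive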
mcGAS lum = inhibitors of mouse cGAS. Q8C6L5. recombinant cGAS, Kinase-Glo ATP depletion luminescence. inhibition, % at 12.5 µM. 160,000 tested, 0.15% active. AID 1259399;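 further: 0% = negative control wells and 100% = reference inhibitor with no enzyme activity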
hcGAS lum = blocks human cGAS activity | 290,000 tested, 0.081% active | Q8N884 | inhibition, % at 12.5 µM | recombinant h-cGAS, ATP depletion, Kinase-Glo luminescence | AID 1259398;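 further: 0% = vehicle reaction and 100% = reaction without DNA for no activity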
Target sequence (Q8N884 whole entry, looked up): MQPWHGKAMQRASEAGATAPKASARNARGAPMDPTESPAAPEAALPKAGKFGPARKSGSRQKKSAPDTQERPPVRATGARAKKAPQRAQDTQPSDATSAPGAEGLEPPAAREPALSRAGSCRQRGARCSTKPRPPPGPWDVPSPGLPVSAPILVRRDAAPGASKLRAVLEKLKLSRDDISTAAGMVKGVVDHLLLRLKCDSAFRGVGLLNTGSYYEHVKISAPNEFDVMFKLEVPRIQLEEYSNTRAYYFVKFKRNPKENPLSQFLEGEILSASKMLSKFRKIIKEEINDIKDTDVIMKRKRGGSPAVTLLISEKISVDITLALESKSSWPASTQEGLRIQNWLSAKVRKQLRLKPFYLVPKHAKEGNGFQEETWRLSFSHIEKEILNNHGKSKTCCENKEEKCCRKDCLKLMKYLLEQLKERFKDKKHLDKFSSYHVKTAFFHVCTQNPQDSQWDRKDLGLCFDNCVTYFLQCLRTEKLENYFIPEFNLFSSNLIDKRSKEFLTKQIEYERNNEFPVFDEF
The depositor's hits bear a star; · = no result given; & = joins results of further samples. Unless noted, no stated cut-off is given here; in the data, active means inhibition above about 40%; inactive means the rest.

Each structure is followed by: NPYLR7 agonist, mcGAS lum, hcGAS lum
Cn1c(=O)n(CCCO)c(=O)c2c1nc1n2CC(c2ccccc2)=NN1CCCO
 : 11, -6, -6
Cn1ccc2c(-c3ncc(F)c(N4CCOCC4)n3)ccnc21
 : ·, -11, -3
CCC(C)(C)NC(=O)CN1C(=O)NC2(CCC(C(C)(C)CC)CC2)C1=O (stereo not drawn)
 : 12, -5, -4
Cc1nc2n(n1)C(=O)C(C(c1ccccc1F)N1CCC(O)CC1)S2 (stereo not drawn)
 : -3, -7, -2
COC(=O)c1cccc(NC(=O)c2ccc(CSc3nc(N(C)CCc4ccc(OC)c(OC)c4)cc(C(C)(C)C)n3)o2)c1
 : ·, -9, -4
CSc1nc(N2CCCC2)c2cnn(CCNC(=O)C34CC5CC(CC(C5)C3)C4)c2n1
 : ·, -8, -6
Cc1cccc(Cl)c1CNC(=O)c1cnc2c(-c3cccs3)cnn2c1C
 : 6, -5, -6
COc1ccc(CN2CCN(c3cc(Cl)ccc3OC)C(=O)C2C)cc1 (stereo not drawn)
 : -4, -5, -3
CCC(Cc1ccccc1)N(C)c1nccc(OC)n1 (stereo not drawn)
 : -1, ·, -7
Cc1ccccc1C1c2ccsc2CCN1C(=O)CN(C(=O)c1ccc([N+](=O)[O-])cc1Cl)C1CC1 (stereo not drawn)
 : 9, -2, -2
COC(=O)c1cc2cc(OC)c(OC)cc2nn1
 : 7, ·, -1
CCCn1cnnc1CNC1CCN(c2cccc(C)c2C)CC1
 : -4, -14, -8
O=C1c2ccccc2-c2nnc(-c3ccc4c(c3)OCO4)cc21
 : 5, ·, -20
Cc1ccc([N+](=O)[O-])cc1NC(=O)CSc1ncn[nH]1
 : 11, -4, -4
O=C(CN(Cc1c(F)cccc1Cl)C1CC1)Nc1cc2c(cc1Cl)OCO2
 : 1, ·, -7

2 records picked at random from those above, as already listed:
Each structure is followed by: NPYLR7 agonist, mcGAS lum, hcGAS lum
COc1ccc(CN2CCN(c3cc(Cl)ccc3OC)C(=O)C2C)cc1 (stereo not drawn)
 : -4, -5, -3
O=C1c2ccccc2-c2nnc(-c3ccc4c(c3)OCO4)cc21
 : 5, ·, -20

The listing picks up, starting two compounds before the break.
Each structure is followed by: NPYLR7 agonist, mcGAS lum, hcGAS lum
Cc1ccc([N+](=O)[O-])cc1NC(=O)CSc1ncn[nH]1
 : 11, -4, -4
O=C(CN(Cc1c(F)cccc1Cl)C1CC1)Nc1cc2c(cc1Cl)OCO2
 : 1, ·, -7
Cc1ccc(NC2CCCN(C(=O)c3cccnc3)C2)cc1C (stereo not drawn)
 : -2, ·, -12
CC(C)(C)C(=O)NCCC(=O)OCc1ncc(-c2ccc(F)cc2)o1
 : -3, ·, 3
COC(=O)c1ccc(Cn2c(C)c(C(=O)Nc3ccc(OC)c(OC)c3)sc2=O)o1
 : 10, ·, -7
CCc1nnsc1C(=O)NCc1ccc(N(C)C)c(F)c1
 : 3, ·, -2
CCCC(NC(=O)c1cc2ccccc2s1)c1nccn1C (stereo not drawn)
 : -3, ·, -4
CCc1nnc(CNC(=O)CCc2scnc2C)s1
 : ·, -14, -7
O=C1OC(c2cccc3ccccc23)=N/C1=C/C=C/c1ccccc1
 : -7, ·, -3
CC1CCCCN1CN1C(=S)SC2=NC(=O)CCCN21 (stereo not drawn)
 : -3, ·, -4
c1ccc(-n2ncc(CN3CCCC(c4ccn(Cc5cnn(-c6ccccc6)n5)n4)C3)n2)cc1 (stereo not drawn)
 : 0, ·, -2
Cc1cc(NC(=O)C2CC2c2ccc(F)cc2)n(C(C)(C)C)n1 (stereo not drawn)
 : 4, -7, -12
Cc1cc(C)nc(-n2ncc3c2CC(C)CC3=O)n1 (stereo not drawn)
 : 2, ·, -8
Cc1cc(=O)[nH]c(=S)[nH]1
 : -8, ·, -2
Cc1ccc(CSc2nnc(NC(=O)CC(C)C)s2)cc1
 : -8, -2, -3
CC(=O)NC1=C(NC2CCCC2)C(=O)c2ccccc2C1=O
 : 1, ·, -5
CC(C(=O)N1CCCC(C(N)=O)C1)N(C)Cc1cccc(C(F)(F)F)c1 (stereo not drawn)
 : 1, ·, -6

Gathered by group: the compounds so far containing a tert-butyl group (three)
Each structure is followed by: NPYLR7 agonist, mcGAS lum, hcGAS lum
COC(=O)c1cccc(NC(=O)c2ccc(CSc3nc(N(C)CCc4ccc(OC)c(OC)c4)cc(C(C)(C)C)n3)o2)c1
 : ·, -9, -4
CC(C)(C)C(=O)NCCC(=O)OCc1ncc(-c2ccc(F)cc2)o1
 : -3, ·, 3
Cc1cc(NC(=O)C2CC2c2ccc(F)cc2)n(C(C)(C)C)n1 (stereo not drawn)
 : 4, -7, -12

Remaining list, next part
Each structure is followed by: NPYLR7 agonist, mcGAS lum, hcGAS lum
CC(=O)Nc1ccc(N2C(=O)/C(=C/c3ccc(Cl)cc3)C=C2c2ccccc2)cc1
 : 10, -5, -4
CCOC(=O)CCc1c(C)nc2ncnn2c1N1CCN(C(=O)Nc2ccccc2OC)CC1
 : ·, -6, 0
CC1CCCCN1CCCCOc1ccccc1Br (stereo not drawn)
 : 3, ·, -2
Cc1cccc(C(=O)NCc2nnc(SCC(=O)Nc3ccccc3F)n2-c2ccc(Cl)c(Cl)c2)c1
 : -6, ·, -1
COc1ccccc1S(=O)(=O)N1CCN(c2nc3ccccc3n2C)CC1
 : 5, ·, -3
CCCCCCc1cc2cc(-c3nnc(-c4ccccc4OC)o3)c(=O)oc2cc1O
 : 3, 2, 0
CCCN(CC#Cc1ccccc1)C(=O)c1cccn1C
 : -4, -15, -6
O=C(Nc1ccc(Cl)c(-c2nc3ccccc3o2)c1)C1CC1
 : ·, -10, -3
COc1cccc(OCC(=O)OCc2cc(-c3ccc4c(c3)OCO4)on2)c1
 : 3, ·, 4
CC(C)c1cc(C2CC(=O)Nc3c2cnn3Cc2ccccc2Cl)on1 (stereo not drawn)
 : 6, -20, -6
O=C(NCC1CCCO1)c1cc(-c2ccc3c(c2)OCO3)nc2ccccc12 (stereo not drawn)
 : 8, -5, -1
O=C(CCN(Cc1ccco1)c1nc(-c2ccc(F)cc2)nc2ccccc12)NCc1cccc(C(F)(F)F)c1
 : 8, -6, -2
CCCN1CCC(C(=O)NC(C)c2cccc3ccccc23)CC1 (stereo not drawn)
 : 11, -1, -4
Cc1cccc(C2=NC(=Cc3cccc(C#N)c3)C(=O)O2)c1
 : -1, ·, 3
CC(=O)Cc1nsc(NC(=O)c2cccs2)n1
 : -10, ·, 2

Further compounds.
Each structure is followed by: NPYLR7 agonist, mcGAS lum, hcGAS lum
CC(=O)c1ccc(C(=O)N2CCCC(Nc3ccccc3)C2)s1 (stereo not drawn)
 : -1, ·, -3
ClC1(Cl)CC1CSc1nc2ccccc2[nH]1 (stereo not drawn)
 : 2, ·, -6
Cc1cccc(/C=C/C(=O)NCCc2ccccn2)c1
 : 11, ·, -5
CC(=O)OC[C@@H]1CN(Cc2ccccc2)C[C@H](n2cnc3c(N(C)C(C)C)ncnc32)O1
 : -14, -5, -6
CN1C(=S)N(C2CCCCC2)C(=O)/C1=C\c1ccc2c(c1)OCO2
 : 46*, -8, -3
Cc1ccc(C(=O)N[C@H]2CO[C@H]3[C@@H]2OC[C@@H]3n2cc(CC3CCCCC3)nn2)cc1
 : -1, -8, -4
CCc1cccc(C)c1NC(=O)C1CC(=O)N(C2CCCC2)C1 (stereo not drawn)
 : -6, ·, 0
Cc1cccc(C(=O)N(Cc2ccccc2)CC(F)(F)F)n1
 : 0, ·, -10
CCc1cc(N2CCN(c3ccccc3Cl)CC2)nc(SCc2ccc(C(=O)NCCN(C)C)cc2)n1
 : 10, -4, -12
CCCCNC(=O)C1(C)CCCCN1Cc1ccc(-c2ccccc2)cc1 (stereo not drawn)
 : 4, ·, -14
Cc1ccc2c(c1)c(=O)n(C)c1nnc(CN3CCCCC3C(C)NC(=O)OC(C)(C)C)n21 (stereo not drawn)
 : -2, -9, -5
Cc1ccc(Cl)c(C(=O)N2CCOC(COc3ccc(F)cc3)C2)c1 (stereo not drawn)
 : 28, ·, -4
CCOc1ccc(NC(=O)NCC2CCN(c3nc(Cc4ccc(F)cc4)ns3)CC2)cc1
 : 0, -6, -10
CC(C(=O)NCCN1CCS(=O)(=O)CC1)c1cccc(Cl)c1 (stereo not drawn)
 : 1, ·, -1
COc1ccc(S(=O)(=O)N2CCN(C(=O)c3cc4ccsc4n3Cc3ccccc3F)CC2C)cc1 (stereo not drawn)
 : ·, 2, -3

Continuation.
Each structure is followed by: NPYLR7 agonist, mcGAS lum, hcGAS lum
COc1cccc(C(C2Sc3ncnn3C2=O)N2CCC(O)CC2)c1 (stereo not drawn)
 : 2, -6, -7
CCOC(=O)c1c(NC(=O)c2ccc3nonc3c2)c(-c2ccc(OC)cc2)cn1Cc1ccccc1
 : 8, -4, 1
CN1CC2(CCN(c3cnc4ccccc4n3)CC2)CC1C(=O)O (stereo not drawn)
 : 4, -7, -2
CCc1nc2c(OCc3ccccc3)cccn2c1N(C)C(=O)c1ccncc1
 : -1, -2, -2
COc1cc(NC(=O)c2csc(-c3cc4ccccc4n3C)n2)cc(OC)c1OC
 : 0, ·, -3
O=C(NCCCn1nnc2ccccc21)C1CCC(=O)N(Cc2ccccn2)C1 (stereo not drawn)
 : 6&1, ·, -7&-7
COc1cccc(OCC(O)CNC(C)(C)CO)c1 (stereo not drawn)
 : 2, ·, -9
Cc1ccc(-c2cc(C(F)(F)F)n3ncc(C(=O)Nc4ccc(Cl)c(C(F)(F)F)c4)c3n2)cc1
 : -16, 1, -1
Cc1nnc(NC(=O)c2cc3c(s2)CCCC3)o1
 : 4, ·, -3
Cc1ccc(NC(=O)c2cccn(OCc3cccc([N+](=O)[O-])c3)c2=O)c(C)c1
 : 13, -7, -7
COc1cccc(-n2c(=O)[nH]c3c(C(N)=O)nc(-c4cccs4)nc32)c1
 : 12, ·, -15
Cc1ccc(C(CNC(=O)C(C)C)N2CCN(C)CC2)cc1 (stereo not drawn)
 : -3, -1, 0
O=C1Nc2ccccc2NC12CCN(Cc1cc3n(n1)CCCNC3)CC2
 : 1, ·, -8
CC1CCC(N(C)C(=O)NCc2ncc(-c3ccccc3)o2)CC1 (stereo not drawn)
 : 1, ·, -8
Cc1ccc(C(CC(=O)OC(C)C)NC(=O)c2cnccn2)cc1 (stereo not drawn)
 : 2, ·, -5

The closing 5 entries of the section above lead into the next:
Each structure is followed by: NPYLR7 agonist, mcGAS lum, hcGAS lum
COc1cccc(-n2c(=O)[nH]c3c(C(N)=O)nc(-c4cccs4)nc32)c1
 : 12, ·, -15
Cc1ccc(C(CNC(=O)C(C)C)N2CCN(C)CC2)cc1 (stereo not drawn)
 : -3, -1, 0
O=C1Nc2ccccc2NC12CCN(Cc1cc3n(n1)CCCNC3)CC2
 : 1, ·, -8
CC1CCC(N(C)C(=O)NCc2ncc(-c3ccccc3)o2)CC1 (stereo not drawn)
 : 1, ·, -8
Cc1ccc(C(CC(=O)OC(C)C)NC(=O)c2cnccn2)cc1 (stereo not drawn)
 : 2, ·, -5
O=C1CCN(CC(O)COc2ccccc2)c2ccc(F)cc2CN1Cc1ccccc1 (stereo not drawn)
 : -1, -4, 4
O=C(O)c1ccc(CSc2nnc(-c3ccccc3Cl)n2-c2ccccc2F)cc1
 : -3, -7, -5
O=C(Nc1ccc(N2CCOCC2)cc1C(F)(F)F)NC1CC1
 : 3, ·, 2
CC(=O)Nc1ccc(/C(C)=N\Nc2nc(N3CCOCC3)nc(N3CCOCC3)n2)cc1
 : -1, -5, -4
CCC(=O)C(=O)NCC1CCCN(Cc2ccccn2)C1 (stereo not drawn)
 : -7, ·, -7
CC(C)(C(=O)N1CCC1(C)C(=O)NS(=O)(=O)c1ccc(Br)cc1)c1ccccc1 (stereo not drawn)
 : -2, -3, -5
Cc1nc(-c2ccccn2)[nH]c(=O)c1CC(=O)NCc1ccc2c(c1)OCO2
 : 8, ·, -2
C=CCn1c(SCCC)nc2c1c(=O)[nH]c(=O)n2C
 : -4, ·, -8
CC(C)(C)c1ccccc1NC(=O)C1CCS(=O)(=O)C1 (stereo not drawn)
 : 0, ·, -7
COc1ccc(-c2nnc(SCC(=O)N/N=C\c3ccccc3Br)n2-c2ccccc2)cc1OC
 : -4, -4, -2
CC(=O)N1CCCC1C(=O)NCC1CC2c3ccccc3C1c1ccccc12 (stereo not drawn)
 : -7, ·, -1
Cc1ccc(-c2nn(CC(N)=O)c(=O)c3nc(C)sc23)c(C)c1
 : 2, -9, -1
C[C@]12CCC3c4ccc(O)cc4C[C@@H](CCCCCCCCCS(=O)CCCC(F)(F)C(F)(F)F)C3C1CC[C@@H]2O (stereo partly drawn)
 : -3, ·, -4
CN(C)CCCNc1nc2cc(-c3ccc(C(=O)N4CCN(C)CC4)cc3)sc2c(=O)n1C
 : 7, ·, -2
CCCN1CC(NC(=O)CC23CC4CC(CC(O)(C4)C2)C3)CC1=O (stereo not drawn)
 : 1, ·, 0

Next section
Each structure is followed by: NPYLR7 agonist, mcGAS lum, hcGAS lum
COCC(C)(C)NC(=O)Cc1ccc(Br)s1
 : 5, ·, -5
COc1ccccc1CCC(=O)N1CCC(n2cnc3cc(C(F)(F)F)ccc32)CC1
 : 23, -1, -5
C=CCCC(=O)Nc1sc2c(c1C(=O)OCC)CCC2
 : -6, -3, -1
CCOc1ccc(N2C(=O)C3N=NN(Cc4cc(C)ccc4C)C3C2=O)cc1 (stereo not drawn)
 : -3, -6, -2
Cc1cc(OC(=O)c2ccc(C)c(C)c2)c([N+](=O)[O-])c(=O)[nH]1
 : 1, -6, -1
Cc1cccc(-n2c(C)nnc2SC(C)C#N)c1 (stereo not drawn)
 : 14, -5, -20
Cc1ccc(Nc2nnc(SC(C)C(=O)N3CCOCC3)s2)cc1C (stereo not drawn)
 : 6, -13, -8
O=C(NCCc1ccccc1)c1cnc2c(ccn2C2CCCCC2)c1
 : -8, -1, 5
CCN(CC)c1ccc(C(=O)Cn2c(C)c(C(=O)NC3CCCC3)sc2=O)cc1
 : -3, ·, -6
COc1ccc(NC(=O)CCN2C(=O)c3cccc([N+](=O)[O-])c3C2=O)c(OC)c1
 : -3, -3, 3

High-throughput results from PubChem BioAssay.
